DUSP3 inh = VHR1 phosphatase inhibitors, primary screen, biochemical, colorimetric, HTS | Dual specificity protein phosphatase 3 (Homo sapiens), P51452 | recombinant VHR phosphatase, colorimetric substrate read-out | inhibition, % at 20 µM | hit rate 0.7% among 50,000; in the data active means inhibition above about 60%; further: some results filed as inactive read as strong as hits
Target sequence (P51452 whole entry, looked up): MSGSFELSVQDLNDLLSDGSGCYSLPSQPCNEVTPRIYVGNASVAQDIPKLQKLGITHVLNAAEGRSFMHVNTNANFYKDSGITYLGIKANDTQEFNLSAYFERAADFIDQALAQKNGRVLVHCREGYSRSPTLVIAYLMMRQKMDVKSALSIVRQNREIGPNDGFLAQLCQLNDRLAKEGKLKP
* = called active by the depositor. A portion of the library; the hit share may differ from the screen's.

SMILES | DUSP3 inh
O=[N+]([O-])c1cccc2c1NC(c1ccc(F)cc1)C1CC=CC21 (centres undefined) | -0.6
Cc1cc(C=C2C(=O)N(C)C(=O)N(C)C2=O)c(C)n1C | 9.6
O=C(NCCN1CCOCC1)C(c1ccccc1)c1ccccc1 | -19.3
Cc1ccc(-c2nc3ccccc3o2)cc1NC(=O)c1ccco1 | -13.9
COc1ccc(Br)cc1/C=N/NC(=O)C(C)Sc1nc(C)cc(C)n1 (centres undefined) | -38.7
COc1cccc(/C=N/NC(=O)CCc2c(C)n[nH]c2C)c1 | -6.6
CCN(CC)C(=O)CSc1nc2ccccc2s1 | 2.4
Cc1ccccc1OCc1nc(-c2ccc([N+](=O)[O-])cc2)no1 | -15.4
COc1ccc2c(c1)CCC1=C2NC(=S)NC1c1ccc(N(C)C)cc1 (centres undefined) | 0.9
COc1ccc(OC)c(/C=C/C(=O)Nc2cc(OC)ccc2OC)c1 | -25.3
COc1ccc(Cl)cc1N=Cc1c(O)[nH]c(=O)[nH]c1=O | 2.0
Cc1cc(/C=C2\SC(=O)NC2=O)c(C)n1-c1ccc(-c2ccccc2)cc1 | 2.4
Cc1ccc(C(=O)Nc2ccccc2-c2ccccc2)cc1 | 3.4
CC(C)C(=O)Nc1ccc2c3c(cccc13)CC2 | -13.7
CC1CCCN(C(=O)c2ccccc2)C1 (centres undefined) | -12.0
Cc1nn(CC(=O)NCCN2CCOCC2)c(C)c1[N+](=O)[O-] | -17.8
O=C(/C=C/c1ccco1)c1c(-c2ccccc2)c2cc(Cl)ccc2[nH]c1=O | 24.6
CCCCCCCCn1c(/N=C/c2cccc(OCC)c2O)nc2ccccc21 | -22.9
COC(=O)c1c(NC(=O)c2cccc([N+](=O)[O-])c2)sc2c1CCC2 | 0.6
COc1cc(/C=N/NC(=O)C(=O)N2CCCCCC2)ccc1O | -27.8
Cc1cccc(C2=N/C(=C\c3ccccc3OS(=O)(=O)c3ccccc3)C(=O)O2)c1 | -0.4
COc1ccc(C(=O)N2CCN(C3CC4CCC3C4)CC2)cc1 (centres undefined) | -11.4
COc1ccccc1/C=C1/SC(=Nc2ccc(F)cc2)NC1=O | 1.7
COc1ccc(CCNC(=O)COc2ccccc2OC)cc1 | -48.0
Cc1ccc(C(O)(C(=O)NCCO)c2ccc(C)cc2)cc1 | -19.1
COc1ccc(OC)c(NC(=O)C2C3C4CCC(C4)C23)c1 (centres undefined) | -0.4
CC1CCN(C(=O)c2ccc(Cl)cc2Cl)CC1 | 12.8
CN(C)CCCNC(=O)c1ccccc1Cl | -21.6
CCc1nn2c(N)c(C=C3C=CC(=O)C=C3)c(=O)nc2s1 | -23.8
O=C(Nc1cccc(Cl)c1)c1ccc(C(=O)Nc2cccc(Cl)c2)cc1 | -10.3
Cn1c(=O)c2c(ncn2CC(=O)Nc2cccc3ccccc23)n(C)c1=O | 1.0
O=C1NC(=S)/C(=C\c2ccc(-c3ccc([N+](=O)[O-])cc3)o2)S1 | 99.5*
CCOc1ccc(NC(=O)c2ccc(Cl)cc2Cl)cc1 | -14.9
CC(=O)Nc1ccc(Oc2ccc(NC(C)=O)c(NC(C)=O)c2)cc1 | -4.9
COc1ccc(/C=C2\C(=O)NC(=O)N(c3ccc(Br)c(C)c3)C2=O)cc1 | 18.0
Cc1cccc(OCCN2CCCCC2)c1 | -31.2
CCn1c(C(O)c2cc(OC)c(OC)c(OC)c2)nc2ccccc21 (centres undefined) | -6.1
O=C(c1ccccc1O)N1N=C(c2cccnc2)CC1(O)C(F)(F)F (centres undefined) | 4.9
Cc1cccc(N2C(=O)/C(=C/c3ccc(-c4cccc(Cl)c4)o3)SC2=S)c1 | 12.5
CN1CCN(C(=O)c2ccc([N+](=O)[O-])cc2Cl)CC1 | 0.2

Sorted by SMILES length (largest number first): 4 of the compounds above
SMILES | DUSP3 inh
O=C1NC(=S)/C(=C\c2ccc(-c3ccc([N+](=O)[O-])cc3)o2)S1 | 99.5*
Cn1c(=O)c2c(ncn2CC(=O)Nc2cccc3ccccc23)n(C)c1=O | 1.0
O=C(c1ccccc1O)N1N=C(c2cccnc2)CC1(O)C(F)(F)F (centres undefined) | 4.9
Cc1cccc(OCCN2CCCCC2)c1 | -31.2

Further structures.
SMILES | DUSP3 inh
Cc1cccc(C)c1NC(=O)COc1ccc(Br)cc1 | 36.1
O=c1cc(C(F)F)oc2c1ccc1ccccc12 | -8.8
Cc1cccc(Oc2cc(NC(=O)c3cccc(F)c3)cc([N+](=O)[O-])c2)c1 | 4.2
C=CCN1C(=O)/C(=C\c2ccccc2C)SC1=S | -14.8
Cc1ccc(NC(=O)c2ccn(C(=O)c3cccc(I)c3)n2)c(C)c1 | 5.2
COc1ccc(C2=C/C(=C\c3ccc4c(c3)OCO4)C(=O)O2)cc1 | 3.2
CCC(=O)c1ccc(N2CCN(C(C)=O)CC2)c(F)c1 | -10.0
Clc1ccc(C2NN=C(c3ccccc3)S2)cc1 (centres undefined) | -8.8
O=C(c1ccncc1)N1CCN(Cc2ccccc2)CC1 | -5.7
CC1CCc2c(sc(NC(=O)/C=C/c3ccc4c(c3)OCO4)c2C(N)=O)C1 (centres undefined) | 13.6
COc1ccc(NC(=S)NCc2ccc(F)cc2)cc1 | -13.3
COc1ccc(/C=C/C(=O)n2cc(C)nc2C)cc1OC | -38.7
Cc1cc(C=C2C(=O)NC(=S)NC2=O)c(C)n1C | 12.1
CC(C)NCC(O)COc1ccccc1C(C)(C)C (centres undefined) | -2.1
COc1ccc(N(CC(=O)Nc2ccc3ccccc3c2)S(=O)(=O)c2ccc(C)cc2)cc1 | -23.1
O=C(COc1ccccc1)NCC1CCCO1 (centres undefined) | -11.4
NS(=O)(=O)c1ccc(CNC2CC(=O)N(c3ccc(I)cc3)C2=O)cc1 (centres undefined) | -0.1
Nc1nc(O/N=C/c2ccc([N+](=O)[O-])cc2)nc(N2CCOCC2)n1 | -24.6
O=S(=O)(c1ccccc1C(O)(c1ccccc1)c1ccccc1)c1ccccc1C(O)(c1ccccc1)c1ccccc1 | -11.1
Cc1cc(C)c2[nH]c(O)c(N=NC(N)=S)c2c1 | -7.8
Cc1cc(C)n(-c2cc(NCc3ccccc3)nc(-c3ccccc3)n2)n1 | 7.0
CCOc1ccc(NC(=O)C2C3CCC(C3=C(C)C)C2C(=O)O)cc1 (centres undefined) | -3.5
O=C(O)c1ccc(CSc2ncccn2)cc1 | 0.4
CCCN(CCC)C(=O)c1cccc([N+](=O)[O-])c1C | 4.7
COc1ccc(C(=O)Nc2cc(Cl)ccc2Cl)cc1NC(=O)COc1ccc(F)cc1 | -10.5
COc1cc2c(cc1OC)C(SC)=NC1(CCCC1)C2 | -13.7
CC1=C(C(=O)Nc2ccc(C)cc2)C(c2ccc(C(C)C)cc2)NC(=S)N1 (centres undefined) | 3.2
CNC(=O)/C(C#N)=C/c1ccc([N+](=O)[O-])o1 | 35.5
O=C(O)CCCN1C(=O)/C(=C\c2cccc(O)c2)SC1=S | -48.5
O=C1C2C3c4ccccc4C(c4ccccc43)C2C(=O)N1c1ccc(Br)cn1 (centres undefined) | 3.8
COc1ccc(Cl)cc1/C=C1\C(=O)NC(=O)N(c2ccc(Cl)cc2)C1=O | -3.6
O=C(N/N=C/c1cc(Br)cc(I)c1O)C(O)c1ccccc1 (centres undefined) | -28.5
CCc1ccc(C(=O)/C=C/c2ccc(-c3cccc([N+](=O)[O-])c3)o2)cc1 | 27.0
CCCCC(O)(CCCC)c1ccccc1O | -5.6
COc1ccc(/C=C2\C(=O)N(c3cccc(C(=O)O)c3)N=C2C)cc1 | 3.2
COc1ccc(CC(=O)NCCCN(C)C)cc1 | -17.9
CC(C)c1c(O)nc(SCC(=O)O)[nH]c1=O | 2.8
CCc1cccc(NC(=O)C2CC=CCC2C(=O)O)c1 (centres undefined) | -0.1
CCc1ccccc1N(CC(=O)Nc1ccc2ccccc2c1)S(C)(=O)=O | 13.6
CCc1ccc(OCCNC(=O)CN(c2ccc(C)cc2)S(C)(=O)=O)cc1 | 2.9
Cc1cc(C)cc(NS(=O)(=O)c2ccc3ccccc3c2)c1 | -18.2
COc1cc(OC)cc(C(=O)NC2CC2)c1 | -2.3
O=C(NC(=Nc1nc2ccccc2o1)NC(=O)c1ccccc1)c1ccccc1 | 2.8
COc1cccc(N2C(=O)c3ccc4c5c(ccc(c35)C2=O)C(=O)N(c2cccc(OC)c2)C4=O)c1 | -22.1
COC(=O)c1ccc(-n2c(C)cc(C=C3C(=O)N(C)C(=O)N(C)C3=O)c2C)cc1 | -17.9
CNC(=S)NCCc1c[nH]c2ccc(OC)cc12 | -2.0
CCOc1cc(/C=N/N=C(N)N)ccc1OCc1ccccc1 | -24.9
Cc1ccc(C(=O)N/C(=C\c2cccc(Oc3ccccc3)c2)C(=O)NCCCn2ccnc2)cc1 | -2.0
CC1=C(C(=O)OCC(C)C)C(c2cc([N+](=O)[O-])ccc2Cl)C2=C(CCCC2=O)N1 (centres undefined) | -1.4
Nc1ccc(-c2nc3cc(N)ccc3s2)cc1 | 10.5

Continuation:
SMILES | DUSP3 inh
C=CCNC(=O)c1cc(Cl)c(OC)c(Cl)c1 | -2.6
OCc1nc2ccccc2n1Cc1ccc2ccccc2c1 | 13.5
Cc1nn2c3ccccc3nc2n1CCN1CCOCC1 | 2.2
CCOc1ccc(Nc2nc(-c3ccccn3)cs2)cc1 | -11.1
Cc1cc(/C=N/O)c(C)n1-c1ccccc1 | -3.0
O=C(NCc1ccccn1)c1ccc2c(c1)OCO2 | -4.3
O=C(CSc1ncccn1)NCCc1ccccc1 | 3.3
O=C(CCCOc1ccc(Cl)cc1Cl)NCCCn1ccnc1 | 5.1
COc1ccc(Cl)cc1NC(=O)c1cccc(N(C)C)c1 | 4.7
Cc1cccc(OCC(=O)Nc2ccccc2Cl)c1C | 7.0
CCOC(=O)c1[nH]cnc1C(=O)N1CCCCC1 | 12.2
O=C(COC(=O)c1ccc(S(=O)(=O)NCc2ccco2)cc1)c1ccc(Cl)cc1 | -0.3
COc1cccc(C2C(C(=O)Nc3ccccc3)=C(C)N=c3s/c(=C\c4ccc(N5CCOCC5)o4)c(=O)n32)c1 (centres undefined) | 7.7
O=C(Nc1sc2c(c1C(=O)Nc1cccc3ccccc13)CCC2)c1ccccc1Br | 8.8
O=C(Nc1cccnc1)c1cccc2c(Br)cccc12 | -65.0
O=C(Nc1cccnc1)c1ccccc1[N+](=O)[O-] | -13.5
Cc1ccccc1NC(=S)NC(=O)c1ccc(Br)cc1 | -16.9
O=C(Nc1cccc2ccccc12)C1OC2OC3(CCCCC3)OC2C2OC3(CCCCC3)OC12 (centres undefined) | -14.7
COc1ccc(NC(=O)CN(c2cccc(Br)c2)S(=O)(=O)c2ccccc2)cc1 | -1.2
O=C(/C=C\c1ccc(-c2cc(Cl)ccc2Cl)o1)c1ccccc1 | 9.0

Another view of part of the listing above:
canonical_smiles	DUSP3 inh
CC(C)C(=O)Nc1ccc2c3c(cccc13)CC2	-13.7
CC1CCCN(C(=O)c2ccccc2)C1 (centres undefined)	-12.0

Continued.
SMILES | DUSP3 inh
CC(=O)OCC12CC=C(C)C(C1)C(c1ccccc1OC(C)=O)OC2 (centres undefined) | -23.5
COc1ccc(Cl)cc1C(=O)Nc1cccc2nsnc12 | -13.0
CC1CN(C)C(C)CC1OC(=O)c1ccccc1Cl (centres undefined) | -10.4
O=C(Nc1cccc(-c2nc3ccccc3o2)c1)c1ccc(NC(=O)c2ccc([N+](=O)[O-])o2)cc1 | 56.2
Cc1cc(OCC(=O)NC2CCCCCCC2)ccc1Br | -6.8
COC(=O)CNC(c1ccccc1)c1cc(Br)ccc1NS(=O)(=O)c1ccccc1 (centres undefined) | -7.3
CC(=O)c1ccc2c3c(onc13)-c1ccccc1C2=O | -22.0
CCN1C(=O)/C(=C\c2cc(Cl)ccc2O)SC1=S | -3.8
Cc1cc(C)c(NC(=O)C2CCCN2CCCO)c(C)c1 (centres undefined) | -33.5
COC1C(C)=C(c2ccccc2F)C(=O)N1Cc1ccccc1 (centres undefined) | 5.8

Brought forward from above: three entries, followed by the next part.
SMILES | DUSP3 inh
CCN1C(=O)/C(=C\c2cc(Cl)ccc2O)SC1=S | -3.8
Cc1cc(C)c(NC(=O)C2CCCN2CCCO)c(C)c1 (centres undefined) | -33.5
COC1C(C)=C(c2ccccc2F)C(=O)N1Cc1ccccc1 (centres undefined) | 5.8
Cc1ccc(-c2nnc(NC(=O)c3ccccc3C)s2)cc1 | -31.3
Cc1cc2c(cc1C)N(C(=O)CSc1ncn[nH]1)C(C)(C)c1ssc(=S)c1-2 | -12.9
Cc1ccc(-c2ccc(OCC(=O)Nc3ccc(S(=O)(=O)Nc4onc(C)c4C)cc3)cc2)cc1 | 3.1
Cc1c(C(c2cc([N+](=O)[O-])cc([N+](=O)[O-])c2O)c2c(C)n(C)n(-c3ccccc3)c2=O)c(=O)n(-c2ccccc2)n1C | 4.1
COc1ccc(C(=O)CC(Nc2ccc(Cl)cc2)c2ccccc2)cc1 (centres undefined) | 9.7
O=S(=O)(NC1CCCCCC1)c1cc(Cl)ccc1Cl | -13.1
Cc1ccc(/C=C2\SC(=S)N(CCS(=O)(=O)O)C2=O)cc1 | 63.2*
CCOc1cc(C2C(C(=O)OCCSCC)=C(C)NC3=C2C(=O)CC(c2ccc(Cl)cc2)C3)cc(Cl)c1O (centres undefined) | -17.9
Cc1ccc(C2=N/C(=C\c3ccc(N(C)C)cc3)C(=O)O2)cc1 | -7.9
N#CC(=C1CCCCC1)c1nc(-c2ccc([N+](=O)[O-])cc2)cs1 | 0.0
O=C(/C=C/c1ccc([N+](=O)[O-])cc1)Nc1ccc(S(=O)(=O)N2CCOCC2)cc1 | 10.8
NC(=O)c1ccc(NC(=O)/C=C/c2ccccc2)cc1 | -10.9
O=C(CC1Sc2ccc(C(F)(F)F)cc2NC1=O)Nc1ccccc1 (centres undefined) | -4.4
Cc1ccc(-c2csc(NC(=O)C3CC=CCC3C(=O)O)c2C(=O)OC(C)C)cc1 (centres undefined) | -1.7
Cc1oc2c(CN3CCN(C)CC3)c(O)ccc2c(=O)c1-c1nc2ccccc2s1 | -22.3
Cc1cc(C)nc(N/N=C/c2cc3c(cc2[N+](=O)[O-])OCO3)n1 | -13.6
Clc1cccc(OCCOCCN2CCOCC2)c1Cl | -7.6
